Screens from PubChem.
Mdm2 MdmX PPI: inhibitors of human Mdm2-MdmX association, primary screen, cell-based, luminescence, split luciferase, SaOS-2, uHTS; SaOS-2 split-luciferase Mdm2/MdmX complementation; inhibition, % at 8 µM; 330,000 tested, 3% active;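 active = inhibition of at least 50% at 8 µM in the primary screen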
tim23-1 inh: growth inhibitors of tim23-1 mutant yeast, primary screen, luminescence, uHTS; S. cerevisiae tim23-1 growth, BacTiter-Glo luminescence, 24 h; inhibition, % at 20 µM; 330,000 tested, 1.3% active;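 active = growth inhibition of the mutant yeast at or above 50%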;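 note: temperature-sensitive mutant grown at 25 °C; plate controls were DMSO-treated mutant yeast for no effect and medium wells lacking yeast for full effect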
CXCR6 inh: CXCR6 receptor inhibitors, primary screen, cell-based, beta-arrestin, luminescence, CHO-K1 PathHunter, 1536-well. inhibition, % at 20 µM. 360,000 tested, 0.36% active. AID 602244, 2012; in the data active = inhibition above about 34%, passing the limit was not always enough;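 note: antagonist mode with CXCL16 agonist at 10 nM final; 0% = 10 nM CXCL16 with DMSO and 100% = unstimulated wells without agonist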
Target sequence (O00574 whole entry, looked up): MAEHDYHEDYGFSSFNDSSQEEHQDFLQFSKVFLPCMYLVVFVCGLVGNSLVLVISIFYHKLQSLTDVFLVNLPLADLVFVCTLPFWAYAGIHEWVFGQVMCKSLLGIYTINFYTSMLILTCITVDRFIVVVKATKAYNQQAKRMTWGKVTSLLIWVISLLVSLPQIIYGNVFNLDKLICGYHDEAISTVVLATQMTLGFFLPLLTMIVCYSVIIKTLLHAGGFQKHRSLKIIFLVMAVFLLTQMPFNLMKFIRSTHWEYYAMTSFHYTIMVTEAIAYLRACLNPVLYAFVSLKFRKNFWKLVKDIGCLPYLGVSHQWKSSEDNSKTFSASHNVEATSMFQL
tim10-1 inh: growth inhibitors of tim10-1 mutant yeast, primary screen, luminescence, uHTS; inhibition, % at 20 µM; AID 463190, 2010; S. cerevisiae tim10-1 ts strain growth, BacTiter-Glo, 24 h; 330,000 tested, 2.2% active;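 active = inhibition of at least 40%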;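 note: mutant grown at 25 °C; 0% = DMSO wells with yeast and 100% = wells holding no yeast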
UPR XBP1 act: activators of adaptive XBP1 UPR arm, primary screen, cell-based, CHO-XBP1 luciferase reporter, luminescence, uHTS; activation, % at 20 µM; AID 463104, 2010; 330,000 tested, 0.33% active; IRE1-XBP1 UPR activation; percent of tunicamycin response, DMSO as zero;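 active = versus positive control, 20 µM dose yields 30% or more activation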;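 note: 100% = tunicamycin at 10 µg/mL and 0% = DMSO only wells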
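incubation = overnight seeding at 37 °C, 6 h compound treatment at 37 °C | assay system = CHO-XBP1 cells stably carrying IRE1-XBP1-driven luciferase reporter | input = 1000 cells per well | detection = luciferase luminescence | dosing = single point, 20 µM final compound, 1% DMSO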
APJ antag: antagonists of human apelin receptor APJ, primary screen, CHO-K1 cells, beta-arrestin complementation, luminescence | inhibition, % at 20 µM | P35414 | 330,000 tested, 0.32% active | AID 2521, 2010;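 active = inhibition above about 40% at 20 µM, limit read from the data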;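 note: cells challenged with 10 nM apelin-13 agonist together with compound; plate controls were apelin-13 plus DMSO wells for no effect and DMSO wells lacking apelin-13 for full effect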
Target sequence (P35414 whole entry, looked up): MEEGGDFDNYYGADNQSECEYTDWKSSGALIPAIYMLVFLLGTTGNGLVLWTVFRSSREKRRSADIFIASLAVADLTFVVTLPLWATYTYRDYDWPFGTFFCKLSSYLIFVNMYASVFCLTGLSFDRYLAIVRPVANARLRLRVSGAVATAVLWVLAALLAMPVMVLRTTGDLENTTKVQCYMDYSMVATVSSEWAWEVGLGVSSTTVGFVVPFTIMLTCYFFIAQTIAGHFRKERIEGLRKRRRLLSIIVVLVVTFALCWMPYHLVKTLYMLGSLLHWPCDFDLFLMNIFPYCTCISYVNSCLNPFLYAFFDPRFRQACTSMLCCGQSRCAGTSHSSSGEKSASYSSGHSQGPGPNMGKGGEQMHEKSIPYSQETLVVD
APJ ag: agonists of human apelin receptor APJ, primary screen, CHO-K1 cells, PathHunter beta-arrestin, luminescence | AID 2520, 2010 | P35414 | 0% DMSO wells, 100% apelin | 330,000 tested, 0.11% active | activation, % at 20 µM;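 active = activation more than six SD over the plate average, tested at 20 µM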;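 note: 0% = DMSO alone and 100% = apelin-13 at 10 nM; some results filed as inactive read as strong as hits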
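Incubation: overnight seeding, 90 min compound at 25 °C, 1 h detection; test system: PathHunter CHO-K1 APJ (AGTRL-1) beta-arrestin reporter cells; amount: 1000 cells/well; doses: one dose, 20 µM compound, 1% DMSO; measured by: beta-gal luminescence; measure: agonist-driven arrestin binding to APJ; benchmarks: negative DMSO alone, positive Apelin-13 at 10 nM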
TIM10 inh: growth inhibitors of isogenic TIM10 control yeast, primary screen, counter-screen for tim10-1 yeast inhibitor project, luminescence, uHTS; S. cerevisiae TIM10 strain growth, BacTiter-Glo luminescence, 24 h; 330,000 tested, 1.4% active; inhibition, % at 10 µM;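 active = inhibition of 40% or more at the single tested concentration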;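 note: wild-type TIM10 isogenic control strain grown at permissive 25 °C; 0% = DMSO yeast wells and 100% = minimal medium wells without yeast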
UPR CHOP act: activators of apoptotic CHOP UPR arm, primary screen, cell-based, CHO-CHOP luciferase reporter, luminescence, uHTS | UPR activation; percent of tunicamycin response over DMSO baseline | activation, % at 10 µM | 330,000 tested, 0.34% active | AID 449763, 2010;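 active = at 10 µM dose, activation of 40% or more, normalized to positive control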;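 note: 100% = tunicamycin at 10 µg/mL and 0% = DMSO alone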
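Material: CHO-CHOP cells, stable luciferase reporter of PERK-eIF2a-CHOP signalling; quantity: 500 reporter cells seeded per well; buffer or medium: F12 medium containing 10% fetal bovine serum; compound: one dose, 10 µM in 0.5% DMSO; incubation: 6 h compound treatment, 37 °C; measured by: Steady-Glo luciferase luminescence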
The depositor's hits bear a star. An excerpt; the hit share may differ from the screen's.

Fields – CXCR6 inh, Mdm2 MdmX PPI, tim23-1 inh, APJ antag, APJ ag, UPR XBP1 act, UPR CHOP act, TIM10 inh, tim10-1 inh
- C=C(C)Cc1c(C)c(C#N)c2nc3ccccc3n2c1NCCCN(C)C
  5, -9, 8, 8, 0, -2, 2.0, -4, 10
- N#C/C(=C\c1cccc(O)c1)c1nc2ccccc2o1
  -1, -31, 45, -4, -4, 5, 4.3, 40, 23
- CC1(C)CCC(=O)N(c2ccc(OC(F)(F)F)cc2)C1=O
  8, 0, 5, 5, -2, 1, 1.6, -9, 6
- O=C(Cc1ccc(-c2ccccc2)cc1)NC(c1ccccc1)c1ccccc1
  7, 7, -11, -4, 3, 0, -0.8, 0, -9
- CCOc1ccc(-n2c(=O)c3c(C)c(C)sc3n(CC(=O)NCc3ccco3)c2=O)cc1
  -1, 12, -17, -5, -5, -2, -2.2, -12, -1
- CC1(C)CC(=O)C(N=Nc2cccnc2)=C(O)C1
  12, 24, 52*, 9, -3, 2, 3.1, 5, 8
- CCn1cc(CCCC(=O)NCc2ccc(OC)cc2)c2ccccc21
  -7, 25, 23, 9, -4, -5, -1.7, 23, 14
- COc1ccc(S(=O)(=O)Nc2ccc3c(c2)C(=O)N([C@H](C)CO)C[C@@H](C)[C@@H](CN(C)S(=O)(=O)c2ccc(Cl)cc2)O3)cc1
  13, -24, 18, 3, -3, -2, -0.3, 0, 4
- C=C(C)CNC(=S)NNC(=O)CCn1c2cc(Cl)ccc2c2ccc(Cl)cc21
  -12, 13, 9, 4, 0, -4, -0.5, 3, 20
- CC(NC(=O)/C=C/c1ccc(Br)cc1)c1ccc(Cl)cc1 (configuration not stated)
  -6, 17, 15, -14, 1, -2, 0.1, 8, -6
- CCN(CC)C(=O)Cn1cc(C(=O)C(=O)NCC2COc3ccccc3O2)c2ccccc21 (configuration not stated)
  0, 14, 14, 8, -3, 0, 0.0, 8, 18
- Cc1cc(OCC(=O)Nc2ccncc2)ccc1[N+](=O)[O-]
  -4, -30, 1, -45, 1, 6, -1.5, -17, -3
- CCC1(CC)NC(=O)N(CC(=O)OCC(=O)Nc2ccc(C(F)(F)F)cc2)C1=O
  4, -5, 3, 13, -3, -1, 0.8, -12, 19
- Cc1cccc(N/C(N)=N/c2nc(C)cc(C)n2)c1
  -15, 4, 3, 0, -2, 3, -2.8, -6, 8
- CC(C)c1ccc(NC(=O)COc2ccc(F)cc2C(=O)c2cnn(-c3ccccc3)c2)cc1
  -4, -86, -3, 14, -5, 2, 5.7, -9, 19

More results
Fields – CXCR6 inh, Mdm2 MdmX PPI, tim23-1 inh, APJ antag, APJ ag, UPR XBP1 act, UPR CHOP act, TIM10 inh, tim10-1 inh
- COc1ccc(OCc2cc(C(=O)NC(C)Cc3cccnc3)no2)c(Cl)c1 (configuration not stated)
  -5, 2, 17, -12, 2, -3, 3.0, 0, 23
- CCOc1cccc(/C=N/NS(=O)(=O)c2ccc(C)c([N+](=O)[O-])c2)c1O
  9, 20, 3, -7, 1, -3, 2.5, -3, 7
- C[n+]1cc[nH]c1SCC(=O)c1ccccc1
  1, 4, -5, 5, 0, 1, 2.2, -6, 5
- Cc1nc(NC(=O)CSc2nncs2)c(Cl)cc1Cl
  0, 24, 3, 1, 2, -1, 0.1, 8, 9
- CC(=O)c1cccc(NC(=O)c2ccc3c(Cl)c4c(nc3c2)CCCC4)c1
  -12, 37, -25, 12, 5, 16, 6.6, 3, -4
- O=C(NCc1cccs1)c1cc(-c2ccccn2)nc2ccc(Br)cc12
  1, 31, 15, -5, -1, 2, 1.8, 21, 36
- O=S(=O)(c1ccccc1)N1CCN=C1SCc1ccc(Cl)cc1
  4, 15, 15, -5, -8, 1, 0.9, -24, 10
- C/C(=C\c1ccc(C)o1)C(=O)c1c(C)cc(C)[nH]c1=O
  -22, 14, 7, 0, -4, -3, 1.7, 4, 9
- COCCN(C(=O)COC(=O)Cc1cccc(OC)c1)c1c(N)n(CC(C)C)c(=O)[nH]c1=O
  4, 4, -4, -52, -6, 0, 0.6, 0, -14
- CCN(C[C@H]1N[C@@](CC)(C(=O)OC)[C@H]2C(=O)N(C)C(=O)[C@@H]12)S(=O)(=O)c1ccc(C(F)(F)F)cc1
  -6, 4, 11, 5, -3, -1, -1.1, 14, 6
- O=C(O)CCCCCN1C(=O)C2CCCCC2C1=O (configuration not stated)
  -2, 13, 5, -6, -2, 1, 0.2, 12, 0
- COc1cc(OC)c(C(=O)Nc2cccc3ccccc23)cc1OC
  -16, 24, 6, 9, -3, 9, 0.6, 9, 12
- O=C(CSc1nnc(CNC(=O)c2cccs2)o1)Nc1ccccc1
  -2, 7, 9, -17, -4, -1, -1.4, -8, 16
- CCC1COC(c2cccn2Cc2ccc(Cl)cc2)=N1 (configuration not stated)
  4, 12, 15, -5, -4, 2, -1.0, -2, 21
- CCN(CC)CCn1c(/N=C/c2ccc(OC)c(OC)c2)nc2ccccc21
  -2, -14, -16, 5, -4, -4, 0.4, -8, -5

Look-ups from above:
Result of C/C(=C\c1ccc(C)o1)C(=O)c1c(C)cc(C)[nH]c1=O in APJ ag: -4
Result of CCC1COC(c2cccn2Cc2ccc(Cl)cc2)=N1 (configuration not stated) in APJ ag: -4

Continued:
Fields – CXCR6 inh, Mdm2 MdmX PPI, tim23-1 inh, APJ antag, APJ ag, UPR XBP1 act, UPR CHOP act, TIM10 inh, tim10-1 inh
- CCOC(=O)c1cccc(NC(=O)C(C)N2C(=O)c3ccccc3C2=O)c1 (configuration not stated)
  -2, -5, 4, -9, 0, -1, -3.6, -9, 15
- O=C(COC(=O)/C=C/c1ccccc1)Nc1ccc(Cl)cn1
  4, 4, 9, 0, -3, 2, 1.6, 8, 26
- CCN(CC(=O)Nc1cc(S(=O)(=O)N2CCCCC2)ccc1Cl)Cc1ccccc1
  11, 13, 21, -2, 8, -3, 0.0, 11, 15
- CCOC(=O)C1CCCN(C(=O)c2cn(CC)c3ccc(S(=O)(=O)N4CCCC4)cc3c2=O)C1 (configuration not stated)
  2, -50, 12, 4, 3, -2, -0.2, 6, 8
- COc1ccc(-c2cc3cc(OC)c(OC)cc3c(C)n2)cc1C
  11, -2, 37, -22, -1, 4, 2.4, 19, 14
- CC1(C)Cc2c(sc(N)c2C#N)C(C)(C)N1
  -9, 7, -2, 1, -2, -3, 1.7, 5, -1
- CCOC(=O)C1=C(O)C(=O)N(c2ccc(S(N)(=O)=O)cc2)C1c1cccc([N+](=O)[O-])c1 (configuration not stated)
  4, 13, 5, 17, -6, 2, 0.6, 1, -9
- O=C(COC(=O)c1sc2ccccc2c1Cl)NCC1CCCCC1
  6, 9, 15, -6, 6, -1, 0.9, 0, 10
- C/C(=N\NC(=S)Nc1cccc(C)c1)c1ccco1
  27, -54, -12, 8, -6, 0, 4.8, 34, 32
- O=C(CNc1cccc(S(=O)(=O)N2CCCC2)c1)Nc1cccc(Br)c1
  -2, 33, 13, -2, 8, -2, 2.6, 11, 18
- Cn1cc([N+](=O)[O-])c(C(=O)Nc2ccn(Cc3c(F)c(F)cc(F)c3F)n2)n1
  1, 45, 2, 5, -1, -2, 0.0, 10, 7
- Cc1cc(Oc2ccccc2)nc(OCC#N)n1
  -3, 15, 3, 3, 1, 2, 0.9, 22, 10
- O=C(Nc1ccc([N+](=O)[O-])cc1)N1CCCCC1
  4, -20, 3, -15, -1, 0, 2.1, -2, 4
- C=CCN(C(=O)Nc1ccc(F)cc1)C1CC(=O)N(c2ccc(OC)cc2)C1=O (configuration not stated)
  6, 4, 22, 1, -1, 0, -2.2, 2, 22
- Cc1cc(=O)[nH]c(N/N=C/c2ccc(OC(=O)c3cccnc3)cc2)n1
  -10, 28, 0, 5, 1, 0, 0.3, -4, 14

For convenience, seven of the compounds above:
Fields – CXCR6 inh, Mdm2 MdmX PPI, tim23-1 inh, APJ antag, APJ ag, UPR XBP1 act, UPR CHOP act, TIM10 inh, tim10-1 inh
- C/C(=N\NC(=S)Nc1cccc(C)c1)c1ccco1
  27, -54, -12, 8, -6, 0, 4.8, 34, 32
- O=C(CNc1cccc(S(=O)(=O)N2CCCC2)c1)Nc1cccc(Br)c1
  -2, 33, 13, -2, 8, -2, 2.6, 11, 18
- Cn1cc([N+](=O)[O-])c(C(=O)Nc2ccn(Cc3c(F)c(F)cc(F)c3F)n2)n1
  1, 45, 2, 5, -1, -2, 0.0, 10, 7
- Cc1cc(Oc2ccccc2)nc(OCC#N)n1
  -3, 15, 3, 3, 1, 2, 0.9, 22, 10
- O=C(Nc1ccc([N+](=O)[O-])cc1)N1CCCCC1
  4, -20, 3, -15, -1, 0, 2.1, -2, 4
- C=CCN(C(=O)Nc1ccc(F)cc1)C1CC(=O)N(c2ccc(OC)cc2)C1=O (configuration not stated)
  6, 4, 22, 1, -1, 0, -2.2, 2, 22
- Cc1cc(=O)[nH]c(N/N=C/c2ccc(OC(=O)c3cccnc3)cc2)n1
  -10, 28, 0, 5, 1, 0, 0.3, -4, 14

Other records.
Fields – CXCR6 inh, Mdm2 MdmX PPI, tim23-1 inh, APJ antag, APJ ag, UPR XBP1 act, UPR CHOP act, TIM10 inh, tim10-1 inh
- O=C(N/C(=C\c1ccc(Br)cc1)C(=O)N1CCOCC1)c1ccccc1Cl
  8, 5, 13, -7, 4, -4, 1.0, 32, 12
- Cc1ccc(S(=O)(=O)CCC(=O)N(CCCN2CCOCC2)c2nc3ccccc3s2)cc1
  -2, 64*, 18, 4, 3, -8, 21, 35, 42*
- O=C(N[C@@H](Cc1ccccc1)C(=O)N[C@@H](Cc1ccccc1)C(=O)O)OCc1ccccc1
  -4, 12, 15, 22, -3, 0, 2.1, -2, 12
- Cc1ccccc1NC(=O)Cc1ccccc1
  -6, -15, -2, 3, 0, 0, -0.5, 3, 2
- CNC(=O)COC(=O)/C=C/c1cn(-c2ccccc2)nc1-c1ccc(C)o1
  -5, -12, 11, -16, -1, 4, 0.9, 9, 0
- COc1ccc(Nc2cc(C)nc(NCc3ccccc3)n2)cc1
  -15, 17, 19, -24, 9, 5, 7.1, 15, 5
- O=C(OCC(=O)N1CCCC1)c1cc(Cl)ccc1Cl
  -1, 10, 12, 13, -3, -2, 0.9, -6, 10
- O=C(NC1CCCC1)c1ccc(COCC(F)(F)F)o1
  0, 4, 0, 14, 2, -1, -0.6, 8, 11
- Cc1ccc2nc(NCCCO)nc(-c3ccccc3)c2c1
  -2, 28, -21, 9, -3, 0, -1.3, 20, 1
- O=C(O)c1ccc(NC(=O)c2ccc3c(c2)C(=O)N(CC2CCCO2)C3=O)cc1 (configuration not stated)
  0, -3, 15, -4, 2, -7, 0.7, -5, -2
- COc1ccc2nc(NCCCO)[nH]c2c1
  -8, 12, -4, 27, -2, -2, -2.2, 0, -7
